Source: PubChem
HIV fusion peptide: inhibitors of HIV fusion peptide binding, primary screen, biochemical, uHTS, fluorescence dequenching (AID 1986) | cell-free peptide binding, fluorescence dequenching, 30 min; higher % means a stronger effect | 0.3% of 290,000 active | inhibition, % at 20 µM; hits with a dose series show IC50 in µM; in the data active = inhibition mostly above about 52%, no sharp cut-off; inactive = mostly below about 76%; also: some results filed as inactive read as strong as hits
Dynein transport: dynein cargo transport inhibition. z-score, hits read low. 0.47% of 220,000 active. 3617.4 mouse cells, GR-EGFP nuclear translocation imaging; test concentration mostly 20 µM; stimulated with dexamethasone, 1 µM; active compounds read low. AID 1381;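 active = plate z-score of nuclear minus cytoplasmic receptor signal below a set negative limit, without overly bright fluorescence or cell loss, cut at about -3.5 in these data, passing the limit was not always enough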;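 also: z-score of nuclear minus cytoplasmic ring GR-EGFP intensity difference per well; some compounds called inactive have numbers as strong as hits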
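Also added – dexamethasone, 1.0 µM final · Buffer or medium – tet-free, stripped-serum medium · Schedule – induction 48 h, compound 1 h, agonist 30 min · Detection – formaldehyde fixation, Hoechst nuclear stain, 10x automated fluorescence imaging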
AID2073: disruptors of CaV2.2 binding to Mint1 – biochemical, HTRF (AID 2073) | HTRF protein-protein interaction, Mint1-CaV2.2; higher % means a stronger effect | inhibition, % at 20 µM; hits with a dose series show IC50 in µM | 0.19% of 290,000 active; in the data active = inhibition mostly above about 51%, no sharp cut-off; inconclusive = no clear call, values can overlap the other calls; inactive = mostly below about 53%; also: some results filed as inactive read as strong as hits
WT yeast gro inh: growth inhibition of WT yeast, mitochondrial fusion screen; mitochondrial fusion phenotypic screen, WT strain; inhibition, % at 10 µM; 2.1% of 190,000 active; in the data active = inhibition above about 58%; tested in S. cerevisiae
Insulin prom up: MIN6 insulin promoter up-regulation. AID 1625. MIN6 insulin promoter-GFP reporter, high-content imaging; active compounds read high. z-score at 5 µM. 0.3% of 190,000 active;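 active = z-score above 3 at 5 µM with at least 500 cells counted in the well; inconclusive = wells under 500 cells, flagged as cytotoxic or low count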
MT stabilize HCS: microtubule stabilizers in HeLa cells | HeLa tubulin immunostaining HCS, 24 h; share of cells brighter than vehicle mean+2SD | % tubulin-high responders, % at 10 µM | 0.83% of 200,000 active | AID 2205;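 active = plate Z-score above 3 for both tubulin-high and condensed-nucleus cell shares, with cell loss under 80%, at 10 µM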;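 also: anti alpha tubulin signal scored within the nucleus-defined area of each cell; some results filed as inactive read as strong as hits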
Autophagy mod: alters autophagy in cells; MEF GFP-LC3 puncta imaging; test concentration mostly 10 µM; calls only at 10 µM (by protocol); 0.98% of 190,000 active; AID 463193;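 active = percentage of spot-positive cells more than 3 SD above its plate mean, without a fluorescence outlier flag or 80% toxicity; inconclusive = no clear call, values can overlap the other calls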;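 also: spot-positive cell cutoff set from DMSO-treated cells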
Yfh1-depleted yeast: enhancers of respiration in Yfh1-depleted yeast, dose response, Friedreich's ataxia, plus single-dose screen (AID 1465). 0.074% of 220,000 active. fold induction at 50 µM; hits with a dose series show EC50 in µM. S. cerevisiae Yfh1-off respiration, WST-1 reduction, 72 h; higher fold induction means a stronger effect;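 active = fold induction of absorbance versus untreated yeast above a set limit, then at least 30% activation at any dose in follow-up; inconclusive = repeats straddling the limit, or above it without dose testing; inactive = fold induction below the set limit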;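 also: activators that raise dye reduction in frataxin-depleted yeast; strong numbers were not always called active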
bCat nuc transl: beta-catenin nuclear translocation modulation; HeLa beta-catenin nuclear translocation, immunofluorescence imaging; nuclear translocation activity, % at 5 µM; 0.3% of 190,000 active; AID 1665;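 active = nuclear translocation activity above 50% at 5 µM, with a well cell count of 50 or more; inconclusive = wells under 50 cells across six images, flagged as toxic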;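 also: per-cell ratio of nuclear to cytoplasmic median beta-catenin stain intensity; plate controls were DMSO negative control for no effect and GSK-3 inhibitor IX positive control for full effect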
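System: HeLa cells, endogenous beta-catenin; compound dosing: 5 µM primary single dose, 0.1% DMSO, 0.02–20 µM confirmation series; incubation: 24 h compound exposure at 37°C, 5% CO2; signal: beta-catenin immunofluorescence imaging with DAPI; evaluation: % activation, nuclear-to-cytoplasmic median beta-catenin signal ratio per cell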
WT yeast gro inh mutant strain: second read-out of WT yeast gro inh, no call of its own (marks repeat the call); inhibition, %; mitochondrial fusion phenotypic screen, mutant strain inhibition
Dynein transport cytoplasmic EGFP: further read-out of Dynein transport, marked with its call; z-score; measured here: cytoplasmic GR-EGFP intensity; active compounds read high
Dynein transport nuclear GR-EGFP: further read-out of Dynein transport, marked with its call; z-score; measured here: nuclear GR-EGFP intensity;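 lower value marks the stronger effect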
Dynein transport cell count: recorded beside Dynein transport, whose call it bears; z-score; measured here: cell count per field
Insulin prom up cell count: second read-out of Insulin prom up, no call of its own (marks repeat the call); cell count; measured here: cytotoxicity, nuclei count;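 total cells summed across four imaged fields per well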
bCat nuc transl cell count 5 µM: also measured in bCat nuc transl; calls as there; cell count; measured here: cell count, cytotoxicity flag
MT stabilize HCS Hoechst-high %: also measured in MT stabilize HCS; calls as there; % Hoechst-high responders; measured here: nuclear condensation Hoechst responders;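 share of cells brighter than vehicle mean plus two SD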
MT stabilize HCS cytotoxicity %: further read-out of MT stabilize HCS, marked with its call; toxicity, %; measured here: cytotoxicity by cell density;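 0% = mean cell density of plate MIN control wells and 100% = no cells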
Autophagy mod cell loss 18 h: recorded beside Autophagy mod, whose call it bears; toxicity, %; measured here: cell loss, nuclei count;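 cell loss after 18 h compound exposure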
* = called active by the depositor; i = inactive; ? = inconclusive; · = not tested or not shown.

SMILES | HIV fusion peptide | Dynein transport | Dynein transport cytoplasmic EGFP | Dynein transport nuclear GR-EGFP | Dynein transport cell count | AID2073 | WT yeast gro inh | WT yeast gro inh mutant strain | Insulin prom up | Insulin prom up cell count | MT stabilize HCS | MT stabilize HCS Hoechst-high % | MT stabilize HCS cytotoxicity % | Autophagy mod | Autophagy mod cell loss 18 h | Yfh1-depleted yeast | bCat nuc transl | bCat nuc transl cell count 5 µM
C=CCc1cc(C)ccc1OCC(O)CN1CCN(c2ccccc2)CC1 (stereo not drawn) | 0.7% | -1.12 | -0.229 | -0.336 | 1.06 | -6.2% | 30.5 | 37.6 | -0.99 | 1096 | 3.8 | 1.5 | 5.0 | i | 19.8 | i | -0.6 | 831
CCCc1nnc(NC(=O)C(=O)NCCN(CC)CC)s1 | 1.7% | 1.02 | -0.23 | 0.465 | -0.67 | -3.5% | · | · | 0.31 | 1302 | · | · | · | · | · | i | -3.6 | 1209
CCOC(=O)N1CCN(C(=O)c2ccc(C#CC3(O)CCCCC3)cc2)CC1 | 1.6% | 2.76 | 0.467 | 1.54 | -0.226 | 4.8% | -2.2 | 44.9 | -0.75 | 1202 | 4.3 | 1.7 | 13.9 | i | 3.4 | · | 0.0 | 1069
CC(=O)Nc1ccc(C(=O)NNC(=O)c2cccs2)cc1 | 1.9% | 0.291 | 0.523 | 0.117 | -0.146 | -5.6% | -5.5 | -9.3 | -0.26 | 1452 | 2.0 | 4.1 | 8.5 | i | -1.8 | i | 2.2 | 1080
Cc1ccc(CNC(=O)C2CCN(S(=O)(=O)c3cccs3)CC2)o1 | 4.6% | -2.01 | -0.0864 | -1.41 | 0.324 | 16.1% | -13.6 | 1.6 | · | · | 3.3 | 1.2 | 1.9 | i | 2.3 | i | 2.1 | 1133
COc1ccc(NC(=O)C(CCCCNC(=O)OC(C)(C)C)NC(=O)OCc2ccccc2)cc1 (stereo not drawn) | 0.0% | 0.202 | -0.211 | 0.261 | 0.26 | 14.8% | -4.0 | 7.0 | -0.85 | 1366 | 2.3 | 2.0 | 4.1 | i | -2.2 | i | -0.3 | 1091
C#CCOCCOCCOCCNc1nc(N2CCN(C(=O)[C@H]([C@@H](C)CC)n3cc(CCCN=C(N)N)nn3)CC2)nc(N2CCN(C(=O)[C@H](Cc3ccc(O)cc3)n3cc(CCO)nn3)CC2)n1 | 0.8% | 1.13 | -0.202 | 0.84 | 0.361 | 9.2% | -16.4 | -21.3 | 0.42 | 1272 | 4.2 | 2.7 | 6.1 | i | -11.1 | i | · | ·
COc1ccc(-c2nn(C)c(=O)c3ccccc23)cc1CNC(=O)NC1CCCCC1 | 0.1% | 0.804 | -0.299 | 0.661 | -0.297 | 24.3% | 4.2 | 1.1 | -1.57 | 1401 | 5.3 | 2.6 | 5.4 | i | -19.6 | i | 16.7 | 850
CCOC(=O)c1cc(CC)sc1NC(=O)C(c1ccccc1)c1ccccc1 | -3.1% | -0.197 | -0.167 | -0.772 | -0.106 | -1.0% | 14.8 | 3.5 | 0.06 | 1602 | 2.4 | 2.0 | 9.3 | i | -1.3 | i | -4.4 | 1450
OCC(O)C(O)C(O)C(O)c1nc2ccccc2[nH]1 (stereo not drawn) | -1.2% | 1.11 | -0.247 | 0.936 | -0.277 | -2.6% | -8.8 | 4.9 | 0.53 | 1110 | 5.3 | 3.0 | 3.7 | i | 9.9 | i | -3.0 | 1041
O=C(NC(c1ccccc1)c1ccccc1)N1CCN(CCO)CC1 | 0.4% | 0.932 | -0.222 | 1.11 | -0.45 | -7.7% | -0.2 | 9.9 | 0.67 | 1185 | 3.5 | 1.8 | 5.4 | i | -1.5 | i | -0.2 | 851
Cc1ccc(S/C=C\C(=O)c2ccccc2)cc1 | -0.4% | -0.525 | -0.284 | -0.268 | 0.425 | -11.2% | 22.4 | 21.3 | 0.66 | 855 | 1.4 | 0.5 | 8.4 | i | 3.0 | i | · | ·
Cc1ccc2nc(C(Cl)(Cl)Cl)nc(N/N=C/c3ccncc3)c2c1 | -2.3% | -0.0336 | -0.26 | 0.105 | 0.602 | 8.7% | 7.7 | 8.1 | · | · | 2.0 | 1.4 | 0.8 | i | -17.0 | i | 0.7 | 1079
CC(=O)NCC(=O)OCC(=O)c1ccc(C)cc1 | 3.3% | 1.92 | -0.193 | 0.595 | -0.443 | 4.0% | 13.1 | 10.9 | 0.22 | 1144 | 5.5 | 0.7 | 4.7 | i | 3.2 | i | -0.7 | 978
Cc1cccc(-n2nnc3c(=O)n(Cc4ccccn4)cnc32)c1 | -0.9% | 0.287 | -0.242 | 0.218 | 0.175 | -8.3% | -2.5 | 0.1 | · | · | 3.3 | 2.1 | 11.0 | i | 17.7 | i | -1.1 | 1134
N#Cc1c2n(c(=S)n(-c3ccccn3)c1=O)CCCCC2 | 7.1% | 0.439 | 0.00392 | 0.514 | -0.0197 | -5.0% | 9.5 | 17.0 | -0.04 | 1938 | 3.5 | 2.4 | 7.3 | i | 4.7 | i | -0.4 | 1066
COCC(C)n1c(C)cc(C(=O)CN2C(=O)NC3(CCCCC3C)C2=O)c1C (stereo not drawn) | 2.9% | -0.357 | -0.1 | -0.12 | 0.32 | 1.3% | -12.2 | 7.1 | 0.49 | 1154 | 2.1 | 1.3 | 8.7 | i | -3.8 | · | -5.8 | 974
CC(C)Cn1c(-c2csc3ccccc23)n[nH]c1=S | -0.9% | 0.873 | -0.225 | 0.705 | 0.239 | -1.3% | 50.5 | 6.1 | -0.02 | 1632 | 2.4 | 1.3 | 4.8 | i | -33.9 | · | -4.4 | 962
CCCn1c(SCC(=O)Nc2nnc(-c3ccccc3)s2)nnc1-c1ccccn1 | 1.6% | -0.0881 | -0.258 | -0.185 | 0.404 | -2.7% | 28.9 | 7.1 | 0.13 | 1048 | 5.0 | 2.6 | 5.3 | i | -13.7 | i | 0.8 | 936
CN(C(=O)COC(=O)COc1ccc(Cl)cc1)C1CCCCC1 | 1.7% | -0.459 | -0.176 | -0.228 | 0.74 | -0.5% | 20.1 | -10.6 | 0.15 | 1333 | 2.7 | 2.6 | 5.0 | i | -8.2 | i | -6.1 | 1030
CCn1c(COc2ccccc2)nnc1SCC(=O)Nc1cc(OC)ccc1OC | -1.8% | -0.649 | -0.144 | -0.289 | 0.822 | 1.5% | 23.4 | -2.7 | · | · | 1.8 | 1.4 | 11.5 | i | -9.7 | i | · | ·
Cc1cc(N2CCCC2)n2nc(C)c(-c3ccccc3)c2n1 | -1.2% | · | · | · | · | 10.8% | · | · | 0.19 | 1445 | · | · | · | · | · | · | 4.3 | 1056
O=C(COC(=O)/C=C/c1ccc2c(c1)OCO2)NC1CC1 | 1.2% | -0.525 | -0.213 | 0.0459 | 0.62 | -0.9% | -11.5 | 9.8 | 0 | 1337 | 1.5 | 2.4 | 4.7 | i | 3.1 | i | 1.8 | 981
COC(=O)c1ccc(COC(=O)c2ccc(S(=O)(=O)N3CCC(C)CC3)cc2)o1 | 4.3% | -1.02 | 0.113 | -0.305 | 0.416 | 18.0% | 4.3 | -25.2 | -0.39 | 782 | 1.0 | 1.7 | 4.1 | i | -0.5 | i | 3.3 | 1159
COc1cccc(-c2nnc3sc(-c4cccs4)nn23)c1 | 0.6% | 1.2 | 0.00816 | 1.11 | -0.0709 | 3.9% | -6.1 | 5.0 | · | · | 4.7 | 2.8 | 6.0 | i | 16.3 | i | 3.9 | 1079
Next section:
SMILES | HIV fusion peptide | Dynein transport | Dynein transport cytoplasmic EGFP | Dynein transport nuclear GR-EGFP | Dynein transport cell count | AID2073 | WT yeast gro inh | WT yeast gro inh mutant strain | Insulin prom up | Insulin prom up cell count | MT stabilize HCS | MT stabilize HCS Hoechst-high % | MT stabilize HCS cytotoxicity % | Autophagy mod | Autophagy mod cell loss 18 h | Yfh1-depleted yeast | bCat nuc transl | bCat nuc transl cell count 5 µM
COCCCNC(=O)c1cc(Sc2ccc(F)cc2)nc2ccccc12 | -1.3% | -0.658 | -0.074 | -0.238 | 1.21 | 2.2% | 1.7 | 1.7 | · | · | 2.6 | 1.4 | 1.7 | i | -3.9 | i | -1.8 | 1169
CC(NC(=O)NC(=O)c1ccc(Cl)cc1Cl)C1CC1 (stereo not drawn) | 0.4% | 0.077 | 0.699 | 0.597 | 0.426 | -0.2% | 14.8 | -0.1 | 0.36 | 1220 | 5.7 | 2.2 | 3.1 | i | 18.3 | i | -1.4 | 1097
Cc1nn(Cc2cccc(F)c2)c(C)c1NC(=O)c1c([N+](=O)[O-])c(C)nn1C | 0.1% | -0.488 | -0.214 | 0.0908 | 1.53 | -0.4% | -2.2 | -10.5 | -0.75 | 861 | 2.2 | 1.1 | 12.6 | i | -5.1 | i | -4.2 | 1226
N#CC1=C(N)Oc2cc(Nc3ccccc3)ccc2C1c1ccncc1 (stereo not drawn) | -0.3% | -0.787 | 0.731 | -0.372 | 0.264 | 20.0% | 7.5 | -15.2 | · | · | 5.8 | 2.4 | 0.3 | i | 11.0 | i | · | ·
Cc1ccsc1/C=C1\SC(N)=NC1=O | 0.4% | 0.042 | -0.191 | 0.604 | 0.339 | -9.0% | 9.2 | 10.6 | 0.6 | 1564 | 2.7 | 0.9 | 3.7 | i | -22.7 | · | -0.4 | 1406
COc1ccc(-n2cc(-c3ccccc3)[n+]3c2CCCCC3)cc1 | -1.8% | -0.673 | -0.366 | -0.208 | 1.15 | 5.6% | -7.8 | -18.9 | ? | · | 3.4 | 1.4 | 6.4 | i | 26.8 | i | -1.3 | 1023
